Source: PubChem BioAssay
GLP1R ag = activates the human GLP-1 receptor. HEK293 GLP-1R CRE-luciferase, luminescence, 4-6 h; cells express a hypersensitive GLP-1R form. Potency, µM (top dose mostly 45.6 µM), without a hit: at the top dose activation, hits mostly activators. 0.007% of 380,000 active; also: potency is read from the fitted curve at half-maximal effect; % of control where 0% means no effect
Target sequence (P43220 whole entry, looked up): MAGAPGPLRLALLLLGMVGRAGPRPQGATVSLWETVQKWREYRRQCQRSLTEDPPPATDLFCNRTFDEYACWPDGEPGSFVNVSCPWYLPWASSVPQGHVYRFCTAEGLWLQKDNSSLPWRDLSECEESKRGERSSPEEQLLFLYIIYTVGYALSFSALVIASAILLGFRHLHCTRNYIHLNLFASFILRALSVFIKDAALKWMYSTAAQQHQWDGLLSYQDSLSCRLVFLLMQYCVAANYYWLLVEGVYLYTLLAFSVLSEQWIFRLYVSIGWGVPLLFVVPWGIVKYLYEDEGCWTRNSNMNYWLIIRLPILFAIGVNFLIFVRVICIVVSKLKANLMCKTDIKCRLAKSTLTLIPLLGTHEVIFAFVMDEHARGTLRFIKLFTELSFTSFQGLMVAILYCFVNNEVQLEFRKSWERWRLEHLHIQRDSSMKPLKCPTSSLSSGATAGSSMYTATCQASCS
HEK293 tox = cytotoxicity counter-screen for GLP-1 receptor inverse agonists | Potency, µM (top dose mostly 38.3 µM), inactives show top-dose activity change, negative = inhibition, usual class: inhibitors | 0.13% of 410,000 active | HEK293 cAMP-luciferase reporter cells, luminescence, 24 h;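 also: loss of luciferase light is scored as toxicity; potency is read from the fitted curve at half-maximal effect; % is scaled to controls: 0 for no effect and ±100 for the full control effect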
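Here, cytotoxicity is scored as loss of luminescence. The MLSMR collection was tested on cells seeded in medium containing 10% Nu serum, with a 24 hr compound exposure preceded by 12 hours of culture.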
PI5P4Ka inh = inhibitors of human PI5P4K alpha. PI5P4Kalpha enzyme, ADP-Glo luminescence, 60 min; stronger effect = lower value. max response, %. P48426. 1.2% of 330,000 active; active = max response of -50% or lower; inconclusive = between -30% and -50%; inactive = -30% or higher; also: value at the top dose of about 77 µM; % is scaled to controls: 0 for no effect and ±100 for the full control effect
Target sequence (P48426 whole entry, looked up): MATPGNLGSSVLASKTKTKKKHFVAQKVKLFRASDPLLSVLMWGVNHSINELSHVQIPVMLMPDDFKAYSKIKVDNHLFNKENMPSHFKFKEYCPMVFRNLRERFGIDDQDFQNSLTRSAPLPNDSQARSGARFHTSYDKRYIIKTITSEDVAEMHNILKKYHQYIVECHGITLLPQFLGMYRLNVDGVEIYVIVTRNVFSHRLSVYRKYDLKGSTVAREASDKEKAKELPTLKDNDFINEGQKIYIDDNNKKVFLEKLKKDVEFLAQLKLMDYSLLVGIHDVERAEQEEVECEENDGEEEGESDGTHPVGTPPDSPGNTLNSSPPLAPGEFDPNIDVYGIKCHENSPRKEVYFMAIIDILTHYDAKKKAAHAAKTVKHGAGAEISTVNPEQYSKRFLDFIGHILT
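Luminescence from ADP-Glo served as readout of PI5P4Kalpha activity in a qHTS format. Reaction: enzyme, substrate, compound, ATP at 5 microM final, 60 min at RT.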
IL2 activator = activators of IL-2 | 0.065% of 360,000 active | IL-2 activation reporter assay, cell-based qHTS; stimulated with anti-CD3/CD4/CD28 beads; in transgenic mouse T cells | activation, % (series mostly up to about 46 µM); in the data active = activation above about 50%; inconclusive = mostly about 30% to 49%; also: 0% is about no effect
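Unstimulated transgenic mouse T cells preincubated 60 min with compound, then stimulated with anti-CD3/anti-CD4-coated beads plus anti-CD28 for 18 h at 37 degrees C. IL-2 response read as EGFP and DsRed fluorescence by plate cytometry.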
PLK1 PBD block = inhibitors of human PLK1 polo-box domain binding. Plk1 PBD binding of FITC phosphopeptide, fluorescence polarization. AID 720504. Potency, µM, for inactives: max response, negative = inhibition, usual class: inhibitors. P53350. 2.8% of 360,000 active; also: potency is read from the fitted curve at half-maximal effect; series mostly up to about 57 µM; % is scaled to controls: 0 for no effect and ±100 for the full control effect; nearly all actives have a fitted effect of over 65% in size
D3 antag = blocks the human D3 dopamine receptor; 2.5% of 360,000 active; P35462; max response, negative = inhibition, %; D3R cells, DiscoveRx beta-arrestin luminescence, antagonist mode; stronger effect = lower value; in the data active = max response below about -50%; inconclusive = no clear call, values can overlap the other calls; also: % is scaled to controls: 0 for no effect and ±100 for the full control effect; mostly tested at two doses, the higher about 12 µM
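Cells plated overnight at 1500 cells/well, then exposed to library compounds with dopamine controls for 90 minutes at 37 degrees C. DiscoveRx reagent added for 30–60 minutes at room temperature; luminescence read, quantitative HTS format.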
DRD3 agonist = activates the human D3 dopamine receptor. D3R DiscoveRx beta-arrestin cells, luminescence, 90 min. max activation, %. 0.58% of 410,000 active; in the data active = max activation above about 30%; also: 0% is about no effect; mostly tested at two doses, the higher about 12 µM
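Agonist-mode cell screen: cells plated at 1500/well and incubated overnight at 37 °C, then exposed to library compounds for 90 min at 37 °C. Detection reagent was added for 30–60 min at room temperature, and luminescence was read.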
GLP-1R inv ag = inverse agonists of human GLP-1 receptor | P43220 | HEK293 GLP-1R CRE-luciferase, luminescence, 24 h; GLP-1R form is constitutively active | Potency, µM (doses to about 38.3 µM), for the others: at the top dose activity change, negative = inhibition, usual class: inhibitors | 1.6% of 410,000 active | AID 624417; also: potency is read from the fitted curve at half-maximal effect; % is scaled to controls: 0 for no effect and ±100 for the full control effect; nearly all actives have a fitted effect of over 55% in size
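qHTS in 1536-well format: reporter HEK293 cells expressing constitutive GLP-1R activity in DMEM + 10% Nu serum, 24 hr with compounds at 37 deg C, luminescence read after 12 min with detection reagent.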
WRN inhibitor = inhibitors of human WRN helicase; Potency, µM (series often up to 114 µM), for the others: top-dose activity change, negative = inhibition, most hits filed as inhibitors; Q14191; WRN helicase unwinding, fluorescent forked duplex, kinetic; 0.46% of 360,000 active; also: potency is read from the fitted curve at half-maximal effect; % is scaled to controls: 0 for no effect and ±100 for the full control effect; nearly all actives have a fitted effect of over 55% in size
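Primary qHTS, 1536-well format. 20 nM WRN + compound, 15 min RT; start with 100 nM forked fluorophore/quencher duplex, 2 mM ATP (final); kinetic read ex 525/em 598 nm.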
* marks the source's active call; other numbers are inactive results; ? = inconclusive; . = no result given; & = joins results of further samples; [ ] = dose if it differs, or a comment. Unless noted, calls follow the shape of the dose curve; as a rule, active = well fitted curve in the direction sought with a large enough effect; inconclusive = small, poorly fitted or top-dose-only effect, or another doubt; inactive = no such curve, though single readings can be large; an effect the other way counts as inactive or inconclusive.

SMILES | GLP1R ag | HEK293 tox | PI5P4Ka inh | IL2 activator | PLK1 PBD block | D3 antag | DRD3 agonist | GLP-1R inv ag | WRN inhibitor
COc1ccc(C(=O)NC(C)CCc2ccccc2)c(O)c1 (stereo not given) | 34% | -1% | 5 | -0.6 | -15% | -18 | 5 | ? | 8%
CNC(=O)CSc1nnc(CCc2ccccc2)n1-c1ccccc1 | -1% | 54% | . | 0.4 | -7% | -25 | -8 | 0% | -4%[57.1 µM]
CCOc1ccc(S(=O)(=O)n2cc(F)c(=O)[nH]c2=O)cc1[N+](=O)[O-] | 5% | -6% | -2 | 1.1 | -3% | 0 | 0 | 1% | -5%
CCc1nc(N)c(C#N)c(-c2cccc3ccccc23)c1C | -7% | -9% | 3 | 1.7 | 0% | 9 | 3 | 0% | -3%
CCN(CC)S(=O)(=O)c1cccc(C(=O)Nc2ccccc2C(=O)N2CCOCC2)c1 | -5% | -6% | 9 | 0.9 | -5% | 8 | 0 | 2% | -1%
CC(C)c1ccc(CC(=O)N2CCC2(C)C(=O)NS(=O)(=O)c2ccc(Cl)s2)cc1 (stereo not given) | 7% | -5% | -2 | 1.1 | -20% | -2 | 6 | 13% | 8%[57.1 µM]
CCOc1ccc(CNc2ccc(CNc3ncn[nH]3)cc2)cc1 | -1% | 0% | 3 | -0.1 | 3% | -11 | 2 | -40% | 1%
COc1ccc2[nH]c3c(c2c1)CCN(C(=O)c1cccc(Cl)c1)C3c1ccc(F)cc1 (stereo not given) | 0% | 2% | . | . | . | . | -5 | 4.5µM* | .
COc1cccc(C2/C(=C(/O)c3ccccc3)C(=O)C(=O)N2Cc2ccco2)c1 (stereo not given) | 0% | ? | 2 | 0.8 | -7% | -4 | -3 | 8% | -9%
Cc1cc(Oc2ccc3ccccc3c2)nc(SCC(=O)c2ccccc2)n1 | 7% | -3% | -3 | -0.5 | -6% | 44 | 2 | ? | -1%
COc1ccc(CC(=O)Nc2ccccc2C(C)=O)cc1S(=O)(=O)N1CCOCC1 | 2% | 10% | 7 | -3.3 | 0% | 0 | 0 | 6% | -6%
O=C(Cc1ccc(Cl)cc1)N1CCOCC1 | 0% | -10% | 4 | -1.0 | 1% | -19 | -7 | 5% | -1%

Nothing new here: 5 of the compounds above.
SMILES | GLP1R ag | HEK293 tox | PI5P4Ka inh | IL2 activator | PLK1 PBD block | D3 antag | DRD3 agonist | GLP-1R inv ag | WRN inhibitor
COc1ccc2[nH]c3c(c2c1)CCN(C(=O)c1cccc(Cl)c1)C3c1ccc(F)cc1 (stereo not given) | 0% | 2% | . | . | . | . | -5 | 4.5µM* | .
COc1cccc(C2/C(=C(/O)c3ccccc3)C(=O)C(=O)N2Cc2ccco2)c1 (stereo not given) | 0% | ? | 2 | 0.8 | -7% | -4 | -3 | 8% | -9%
Cc1cc(Oc2ccc3ccccc3c2)nc(SCC(=O)c2ccccc2)n1 | 7% | -3% | -3 | -0.5 | -6% | 44 | 2 | ? | -1%
COc1ccc(CC(=O)Nc2ccccc2C(C)=O)cc1S(=O)(=O)N1CCOCC1 | 2% | 10% | 7 | -3.3 | 0% | 0 | 0 | 6% | -6%
O=C(Cc1ccc(Cl)cc1)N1CCOCC1 | 0% | -10% | 4 | -1.0 | 1% | -19 | -7 | 5% | -1%

Remaining list, next part:
SMILES | GLP1R ag | HEK293 tox | PI5P4Ka inh | IL2 activator | PLK1 PBD block | D3 antag | DRD3 agonist | GLP-1R inv ag | WRN inhibitor
CCc1cccc(-n2c(SCC(=O)c3c(N)n(C4CC4)c(=O)[nH]c3=O)nnc2N2CCOCC2)c1 | -22% | -9% | 6 | -2.9 | 6% | 0 | -12 | 12% | 0%
COC(=O)c1cccc(S(=O)(=O)N(Cc2ccco2)Cc2cc3cc(OC)c(OC)cc3[nH]c2=O)c1 | -2% | -23% | . | 3.7 | -6% | 19 | 0 | -5% | -14%
CCOc1ccc2oc(C(=O)NCc3nc4ccccc4[nH]3)c(C)c2c1 | 6% | 14% | -26 | -5.0 | -6% | -19 | -10 | 7% | -30%
COc1ccc(C2=CCCCCC2)c(OC)c1OC | 13% | ? | 12 | -0.5 | 2% | 14 | -1 | ? | -3%
COc1ccc(-n2nc3c(c2NC(=O)C2CC2)CS(=O)C3)cc1 (stereo not given) | 2% | 4% | -1 | 1.5 | -15% | -13 | 3 | -15% | 1%
O=c1cc(N2CCCC2)[nH]c(=O)n1-c1ccc(Cl)cc1 | -10% | -6% | 1 | 0.8 | -6% | 4 | 5 | 16% | 6%
O=C(c1ccccc1)N1N=C(c2ccccc2O)CC1c1ccccc1 (stereo not given) | 8% | 0% | 11 | -2.5 | -1% | 16 | 13 | 8% | -8%
Cc1c(CCOC(=O)C2C3CC4CC(C3)CC2C4)sc[n+]1CC(=O)c1ccc(Br)cc1 (stereo not given) | -55%&14%[inhibitor] | ? | 2&-6 | -0.5&-0.9 | 0%&-7% | ? | -19&-4 | 11µM* | -10%&0%
Cc1cccc(C(=O)OC(C)CN2CCCC2)c1 (stereo not given) | -3% | 5% | -5 | -0.7 | 4% | -22 | -21 | 10% | -5%
COc1cc(C(=C(CC(=O)O)C(=O)O)c2ccc3c(c2)OCO3)cc(OC)c1OC | 0% | 11% | 4 | -1.0 | 5% | 5 | 1 | 18% | -2%
O=C(Nc1ccccc1-c1ccccc1NC(=O)c1ccco1)c1ccco1 | -7% | -8% | -2 | 0.2 | 2% | 5 | -1 | 19% | 8%
COc1ccc(CCN(Cc2ccc(C(C)C)cc2)S(=O)(=O)c2ccc(S(=O)(=O)N(C)C)cc2)cc1OC | -8% | -10% | 10 | -0.4 | -3% | 0 | 2 | 3% | -1%
Cc1cc(C(=O)NCC(=O)OCC(=O)Nc2ccc(OC(F)F)cc2)ccc1[N+](=O)[O-] | -2% | 7% | 7 | 0.5 | -3% | 0 | -2 | 3% | -15%
Cc1nn(C(C)c2n[nH]c(=S)n2-c2cccc(Cl)c2)c(C)c1[N+](=O)[O-] (stereo not given) | -13% | -4% | . | -1.8 | -11% | ? | -2 | 18% | 12%
CCc1ccc(N2C(=O)CC(N(CC3CCCO3)C(=O)/C=C/C(=O)O)C2=O)cc1 (stereo not given) | 2% | -14% | 0 | 3.8 | -15% | -17 | -1 | 4% | -10%
CCN1C(=O)c2ccccc2S(=O)c2ccc(C(=O)NCc3ccccn3)cc21 (stereo not given) | 4% | -3% | -4 | 1.7 | -1% | -6 | -2 | 8% | 4%
Cc1cc(N2CCOCC2)nc2ccc(NC(=S)NCCC(C)C)cc12 | 16% | ? | 2 | -2.4 | -3% | -7 | -10 | -26% | -5%
C#CCOCCOCCOCCNc1nc(N2CCOCC2)nc(N2CCN(C(=O)[C@H](CC(N)=O)n3cc([C@@H](N)C(C)C)nn3)CC2)n1 | -2% | -27% | 0 | 0.1 | 3% | -9 | -17 | 5% | 8%
CC1(C(=O)NC2CCCCC2)CCC(=O)N1Cc1cccs1 (stereo not given) | 19% | -5% | 1 | 0.1 | -4% | 8 | 10 | 3% | -16%
CC1CC(C)CN(C(=O)COC(=O)Cc2c[nH]c3ccccc23)C1 (stereo not given) | -7% | 7% | -1 | -2.4 | -9% | -23 | -13 | -13% | -5%
COc1ccc(N2C(=O)C3CCCN3C2c2cccc(OC)c2OC)cc1 (stereo not given) | -6% | -3% | -2 | -1.6 | -3% | 4 | 5 | 13% | 5%
CC(C)=CC(=O)OCC(=O)Nc1ncc(Cl)c(C)c1Cl | 4% | -8% | . | -0.4 | -13% | 22 | 29 | -1% | ?
Cc1ccc2c(Cl)cc(Cl)c(OCC(=O)NC3CCS(=O)(=O)C3)c2n1 (stereo not given) | 19% | ? | -5 | -2.2 | -17% | 17 | -11 | ? | 7%
Oc1cncc(-c2cccnc2)c1 | -4% | 4% | -1 | 0.0 | 3% | -9 | 5 | 9% | 1%
CN(C)/C=C(/C(=O)c1ccc(Cl)cc1)S(C)(=O)=O | 6% | 6%[7.66 µM] | 2 | 2.3 | -7% | 3 | -2 | -2%[7.66 µM] | 4%
CC(C(=O)Nc1ccc(S(=O)(=O)N2CCCC2)cc1)N1CCN(C(=O)c2ccco2)CC1 (stereo not given) | 4% | 0% | 6 | 0.0 | -1% | 18 | 4 | 4% | -4%
CCN(CC(=O)Nc1c(F)cccc1F)C(=O)c1cccnc1Sc1ccccc1 | 15% | 2% | 4 | -0.8 | -5% | 10 | 3 | 1% | 1%
CC1(C)CC(NC(=O)c2cccc(S(=O)(=O)Nc3cccc(Cl)c3)c2)CC(C)(C)N1 | 8% | -14% | 1 | -0.1 | -9% | 13 | 6 | ? | -2%
Cc1onc(-c2ccccc2)c1C(=O)NC(=S)NNC(=O)c1cccnc1 | -1% | 7% | -7 | -1.4 | -14% | -13 | 5 | 33%[activator] | 5%
O=C(CNS(=O)(=O)c1ccc(F)cc1)N1CCOCC1 | 8% | -7% | 2 | 0.6 | -7% | 6 | 1 | 10% | 12%
COc1ccc2c(c1)c1c(c(=O)n(-c3ccc(F)c(Cl)c3)c(=O)n1Cc1ccccc1F)n2C | -6% | 2% | . | . | . | . | -1 | 17% | .
O=C(CNC(=O)c1ccc(Br)cc1)OCC(=O)c1ccccc1 | -2% | -9% | -5 | 1.9 | 3% | 14 | 12 | 11% | -1%
NCCc1nnc(SCc2ccccc2Cl)o1 | 7% | 12% | -8 | -1.0 | 1% | -15 | -19 | -24% | 11%
COc1ccc(C2CC(=O)C=C(NNS(=O)(=O)c3ccc(C)cc3)C2)cc1 (stereo not given) | 15% | 8% | -1 | -1.2 | -8% | 10 | 1 | 79%[activator] | -1%
CCCOC(=O)c1ccc(-c2ccc(C=O)o2)cc1 | -1% | 12% | 5 | 0.6 | -20% | 13 | 13 | 17% | -1%
COCCn1nnnc1C(c1ccc(Cl)cc1)N1CCN(C(=O)c2ccco2)CC1 (stereo not given) | -1% | -6% | 2 | -4.3 | -25% | -11 | -21 | 3% | -8%
CCC(C(=O)NCc1cccnc1)c1ccccc1 (stereo not given) | 0% | -1% | -6 | -1.0 | -1% | -4 | -1 | 1% | 0%
COC(=O)c1ccccc1NS(=O)(=O)c1ccc(Cl)nc1 | -4% | -5% | -8 | -0.9 | -4% | 23 | -6 | -3% | -7%[57.1 µM]
O=C(OC(C(=O)NC1CCCC1)c1ccccn1)c1cccs1 (stereo not given) | 2% | 12% | -1 | -3.2 | -19% | 1 | -1 | 9% | -6%
